Bioassay records as filed in PubChem.
FH mod – Identification of activators of human fumarate hydratase by quantitative high-throughput screening; 54,000 compounds, 0.22% hits; Potency, µM (series often up to 79.9 µM), for inactives: top-dose activity change, negative = inhibition, usual class: inhibitors; Fumarate hydratase, mitochondrial (Homo sapiens), P07954; FH coupled MDH/diaphorase resazurin fluorescence, 15 min; note: the screen sought activators but most active calls are inhibition curves; nearly all actives have a fitted effect of over 45% in size
Target sequence (P07954 whole entry, looked up): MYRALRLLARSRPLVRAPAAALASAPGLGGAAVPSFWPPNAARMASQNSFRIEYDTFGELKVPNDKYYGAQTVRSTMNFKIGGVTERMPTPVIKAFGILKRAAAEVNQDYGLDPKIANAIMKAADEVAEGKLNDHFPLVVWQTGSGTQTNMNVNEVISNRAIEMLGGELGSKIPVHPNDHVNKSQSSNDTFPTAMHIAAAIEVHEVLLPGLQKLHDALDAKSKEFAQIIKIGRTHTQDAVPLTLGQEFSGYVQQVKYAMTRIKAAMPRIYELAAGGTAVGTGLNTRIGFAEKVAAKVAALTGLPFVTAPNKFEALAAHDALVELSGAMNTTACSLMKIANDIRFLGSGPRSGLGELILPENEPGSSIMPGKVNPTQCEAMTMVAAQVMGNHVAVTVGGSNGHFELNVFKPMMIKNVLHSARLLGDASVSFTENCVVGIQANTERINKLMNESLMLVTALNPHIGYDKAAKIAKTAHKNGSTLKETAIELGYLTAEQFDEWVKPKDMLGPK
NTMT1 inhibitor – Primary qHTS for Inhibitors of N-terminal methyltransferase 1 (NTMT1): MTaseGlo Assay | N-terminal Xaa-Pro-Lys N-methyltransferase 1 (Homo sapiens), Q9BV86 | NTMT1 MTase-Glo SAH luminescence, purified enzyme | Potency, µM (doses to about 114 µM), without a hit: at the highest dose activity change, negative = inhibition, hits mostly inhibitors | 59,000 compounds, 2.5% hits | AID 1645870, 2021;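 note: plate controls were DMSO vehicle for no effect and no enzyme for full effect; nearly all actives have a fitted effect of over 65% in size; many of its hits are not listed in these tables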
Target sequence (Q9BV86 whole entry, looked up): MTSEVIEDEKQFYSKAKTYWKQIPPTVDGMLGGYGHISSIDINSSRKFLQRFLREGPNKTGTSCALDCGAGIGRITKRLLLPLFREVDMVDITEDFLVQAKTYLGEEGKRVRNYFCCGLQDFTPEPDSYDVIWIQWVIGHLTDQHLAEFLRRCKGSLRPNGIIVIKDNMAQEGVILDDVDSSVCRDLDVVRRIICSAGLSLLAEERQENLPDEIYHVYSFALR
Numbers without * were called inactive; ? = inconclusive; & = joins results of further samples; ! = a repeat was not active; [ ] = another dose, or the depositor's remark. Calls come from the whole dose curve; as a rule, active = well fitted curve in the direction sought with a large enough effect; inconclusive = small, poorly fitted or top-dose-only effect, or another doubt; inactive = no such curve, though single readings can be large; an effect the other way counts as inactive or inconclusive. Unless noted, % is set by controls: 0 for no effect and ±100 for the full control effect; potency is the fitted concentration of half-maximal effect. Not all compounds are listed, so the mix of outcomes need not match the whole.

SMILES	FH mod	NTMT1 inhibitor
COC(=O)C[C@H]1C(C)(C)[C@H](OC(=O)C(C)C)C2CC3=C4CC(=O)O[C@@H](c5ccoc5)[C@]4(C)CCC3[C@@]1(C)C2=O (stereo not given in full)	0%[53.3 µM]	-12%[29.8 µM]
CC(C(O)/C=C/C(C)(C)O)C1CCC2(C)C3C(=O)C=C4C(CCC(O)C4(C)C)C3(C)CCC12C (stereo not given)	1%[53.3 µM]	7%[29.8 µM]
COc1ccc2c(OCc3nnc4ccc(-c5ccccc5)nn34)ccnc2c1	7%	-1%&40%[57.5 µM]
CCCC(NC(=O)/C(C#N)=C/c1cccc(Br)n1)c1ccccc1 (stereo not given)	-10%	2%
Nc1ncnc2n[nH]c(Nc3ccc(F)cc3)c12	7%	50µM*!
CN[C@H](CNC(=O)N1CCC[C@@H]([C@@H](OCCNC(=O)OC)c2cccc(Cl)c2)C1)C[C@H]1CCCOC1	1%	3%[57.5 µM]
CCCc1c(C(C)C)nc(C(C)C)c([C@@H](C)O)c1-c1ccc(F)cc1O	?	4%[57.5 µM]
O=C1OC(CN2CCOCC2)CN1/N=C/c1ccc([N+](=O)[O-])o1 (stereo not given)	2%[53.3 µM]	?
CCOc1ccc2nc3cc(N)ccc3c(N)c2c1	-10%[53.3 µM]	20µM*
O=C(O)CCNC(=O)c1ccc(N=Nc2ccc(O)c(C(=O)O)c2)cc1	-7%&-4%[53.3 µM]	?

Five entries from above, with values under each structure:
Values run as follows: FH mod	NTMT1 inhibitor
CC(C(O)/C=C/C(C)(C)O)C1CCC2(C)C3C(=O)C=C4C(CCC(O)C4(C)C)C3(C)CCC12C (stereo not given)
  1%[53.3 µM]	7%[29.8 µM]
COc1ccc2c(OCc3nnc4ccc(-c5ccccc5)nn34)ccnc2c1
  7%	-1%&40%[57.5 µM]
CCCC(NC(=O)/C(C#N)=C/c1cccc(Br)n1)c1ccccc1 (stereo not given)
  -10%	2%
Nc1ncnc2n[nH]c(Nc3ccc(F)cc3)c12
  7%	50µM*!
CN[C@H](CNC(=O)N1CCC[C@@H]([C@@H](OCCNC(=O)OC)c2cccc(Cl)c2)C1)C[C@H]1CCCOC1
  1%	3%[57.5 µM]

Continued.
SMILES	FH mod	NTMT1 inhibitor
CC1(C)CC[C@]2(CO[C@@H]3O[C@H](CO)[C@@H](O)[C@H](O)[C@H]3O)[C@@H](O)C[C@]3(C)C(=CCC4[C@@]5(C)CC[C@H](O[C@@H]6O[C@H](CO[C@@H]7O[C@H](CO[C@@H]8OC[C@@H](O)[C@H](O)[C@H]8O)[C@@H](O)[C@H](O)[C@H]7O)[C@@H](O)[C@H](O)[C@H]6O)C(C)(C)C5CC[C@]43C)[C@@H]2C1 (stereo not given in full)	-8%[20.6 µM]	9%[12.6 µM]
O=c1[nH]c(=O)n([C@H]2CCCO2)cc1F	7%	0%&8%[57.5 µM]
C[C@@H](O)[C@H]1C(=O)N2C(C(=O)O)=C(SCCN=CN)C[C@H]12	-11%&3%[53.3 µM]	7%[57.5 µM]
CC1(C)[C@@H]2CC[C@@]1(C)C(=O)C2	-1%[53.3 µM]	23%[57.5 µM]
O=C(OC1CN2CCC1CC2)N1CCc2ccccc2C1c1ccccc1 (stereo not given)	3%	2%[57.5 µM]
c1ccc(-c2n[nH]c3c2oc2ccccc23)cc1	-2%	1%
CC(=O)Oc1cc2c(s1)CCN([C@H](C(=O)C1CC1)c1ccccc1F)C2	-5%	-5%[57.5 µM]
O=C(Nc1nc2cc(C(F)(F)F)cc(NC3CC3)n2n1)c1cccnc1	7%	3%[57.5 µM]
C=C(C(=O)O)C1CC2=C(C)C(=O)CC2C(C)CC1O (stereo not given)	1%	2%[57.5 µM]
CCOc1ccc(CCNC(=O)c2cc3sc(Cl)cc3n2C)cc1OCC	1%	-4%[57.5 µM]
CCOC(=O)c1cccnc1	-6%[53.3 µM]	4%[57.5 µM]
OC[C@H]1O[C@@H](Oc2cc(O)cc(C=Cc3ccc(O)cc3)c2)[C@H](O)[C@@H](O)[C@H]1O	4%[53.3 µM]	9%[57.5 µM]
C[C@H](CCC(=O)O)[C@H]1CC[C@H]2[C@@H]3C(=O)C[C@@H]4CC(=O)CC[C@]4(C)[C@H]3CC(=O)[C@]12C	-4%[53.3 µM]	11%[57.5 µM]
CCC1=CC2CN(C1)Cc1c([nH]c3ccccc13)[C@@](C(=O)OC)(c1cc3c(cc1OC)N(C)[C@H]1[C@@](O)(C(=O)OC)[C@H](OC(C)=O)[C@]4(CC)C=CCN5CC[C@]31[C@@H]54)C2 (stereo not given in full)	5%[53.3 µM]	-1%[29.8 µM]
O=C(Nc1cccnc1)c1cc(-c2ccnc(F)c2)ccc1OCc1ccccc1	-19%	6%[57.5 µM]
CCOC(=O)OCC/C(SC(=O)OCC)=C(\C)N(C=O)Cc1cnc(C)nc1N	-6%[53.3 µM]	-6%[57.5 µM]
CC(=O)OCC(=O)[C@@]12N=C(C)O[C@H]1C[C@H]1[C@@H]3CCC4=CC(=O)C=C[C@]4(C)[C@@H]3[C@@H](O)C[C@@]12C	-1%[53.3 µM]	-19%[57.5 µM]
OCCc1ccc(O[C@@H]2O[C@H](CO)[C@@H](O)[C@H](O)[C@H]2O)cc1	7%	5%[57.5 µM]
OC(Cn1cncn1)(Cn1cncn1)c1ccc(F)cc1F	-2%&4%[53.3 µM]	21%
CCCCC[C@H](O)C=C[C@H]1[C@H](O)CC(=O)[C@H]1CCCCCCC(=O)O	9%[53.3 µM]	-16%[57.5 µM]
CNC(C)C(=O)NC(C(=O)N1CCCC1C(=O)Nc1snnc1-c1ccccc1)C1CCCCC1 (stereo not given)	3%	6%[57.5 µM]
CC1CCC2(NC1)OC1C(O)C3C4CCC5CC(O[C@@H]6O[C@H](CO)[C@@H](O)[C@H](O)[C@H]6O[C@@H]6O[C@@H](C)[C@H](O)[C@@H](O)[C@H]6O)CCC5(C)C4CCC3(C)C1C2C (stereo not given in full)	11%[20.6 µM]	6%[12.6 µM]
CC(=O)Oc1c(C)c(C)c2c(c1C)CC[C@@](C)(CCC[C@H](C)CCC[C@H](C)CCCC(C)C)O2	-3%[53.3 µM]	31%[activator][57.5 µM]
CC(=O)N1CCN(c2ccc(OCc3nn(C)c(C)c3-c3cccc4c(CCCOc5cccc6ccccc56)c(C(=O)O)n(Cc5cccnc5)c34)cc2)CC1	-9%[53.3 µM]	?
O=C(O)Cn1cnnn1	-8%[53.3 µM]	-30%[57.5 µM]
C[C@@H]1O[C@@H](O[C@H]2[C@H](O)[C@@H](O[C@@H]3O[C@H](CO)[C@@H](O)[C@H](O[C@@H]4O[C@H](CO)[C@@H](O)[C@H](O)[C@H]4O)[C@H]3O)[C@H](O[C@H]3CC[C@@]4(C)C(=CC[C@@H]5C4CC[C@@]4(C)C5C[C@@H]5OC6(CC[C@@](C)(CO[C@@H]7O[C@H](CO)[C@@H](O)[C@H](O)[C@H]7O)O6)[C@@H](C)[C@@H]54)C3)O[C@@H]2CO)[C@H](O)[C@H](O)[C@H]1OC1OC(CO)C(O)C(O)C1O (stereo not given in full)	18%[13.5 µM]	4%[6.45 µM]
CC(C)=CCCC1(C)C=Cc2c(c(C)cc3c2[nH]c2ccccc23)O1 (stereo not given)	-1%[53.3 µM]	10%[29.8 µM]
C=C1[C@H]2CCC3[C@]4(C)CCC[C@@](C)(C(=O)O)C4CC[C@]3(C2)[C@H]1OC(C)=O (stereo not given in full)	16%[53.3 µM]	-7%[29.8 µM]
Cc1ccccc1CN1CCn2c1nc1c(c2=O)CN(Cc2ccccc2)CC1	6%	5%[57.5 µM]
C[C@]12CCC3=C4CCC(=O)C=C4CC[C@@H]3[C@H]1CC[C@@]2(O)CC#N	-19%[53.3 µM]	?
[2H]C([2H])([2H])C(OC(=O)[C@H](C)N[P@](=O)(OC[C@H]1O[C@@H](n2ccc(=O)[nH]c2=O)[C@](C)(F)[C@@H]1O)Oc1ccccc1)C([2H])([2H])[2H]	12%	7%
CC(C)(C#N)c1ccc(N2C(=O)OCc3cnc4ccc(-c5cnc6ccccc6c5)cc4c32)cc1	0%	5%[57.5 µM]
C/C=C/c1ccc2c(c1)[C@@H](C)[C@H](c1ccc(O)cc1)O2	?	4%[57.5 µM]
C=C[C@H]1[C@H](O[C@@H]2O[C@H](CO)[C@@H](O)[C@H](O)[C@H]2O)OC=C(C(=O)OC)[C@H]1C[C@@H]1c2cc(O)c(O)cc2CCN1C(C)=O	8%[20.6 µM]	13%[12.6 µM]
CC1(C)CCC[C@@]2(C)[C@H]1[C@H](O)C=C(CO)[C@]2(O)CO	5%	-8%[57.5 µM]
O=C(O)c1ccc(O)c2ncc(N3CCOCC3)cc12	-20%[53.3 µM]	?
COC(=O)[C@H](Cc1ccccc1)NC(=O)[C@@H](N)CC(=O)O	8%&5%[53.3 µM]	10%
COc1cccc([C@@H](C)NCCCc2ccccc2Cl)c1	-11%[53.3 µM]	-8%
CCS(=O)c1nc(-c2cccc(OCc3ccccc3)c2)cc(C(F)(F)F)n1 (stereo not given)	-5%	3%[57.5 µM]
O=C(O)c1ccc(S(=O)(=O)N(Cl)Cl)cc1	0%[53.3 µM]	?
CC[C@H](CO)Nc1nc(NCc2ccccc2)c2ncn(C(C)C)c2n1	0%	4%
Nc1ncnc2c1c(-c1cnc3[nH]ccc3c1)nn2C1CCCC1	0%	?
OCC(O)CS (stereo not given)	-6%[53.3 µM]	29%[57.5 µM]
COc1cc2c(cc1OC)/C(=C/c1ccc(O)cc1)C(=O)N2	0%	?
CC(C)CCC[C@@H](C)[C@H]1CC[C@H]2[C@@H]3CC(=O)[C@H]4C[C@@H](O)CC[C@]4(C)[C@H]3CC[C@]12C	15%	-22%[57.5 µM]
CC1=CCC2C(C)(C)CCC[C@]2(C)[C@@]12CC[C@](C)(CC(=O)O)O2 (stereo not given in full)	-1%[53.3 µM]	3%[57.5 µM]
CC(C)(C)C(=O)OCOC(=O)C1N2C(=O)CC2S(=O)(=O)C1(C)C (stereo not given)	-4%[53.3 µM]	1%[57.5 µM]
COCCOCC(OC)OC	2%[53.3 µM]	29%[57.5 µM]
C[Se]CCC(N)C(=O)O (stereo not given)	5%	16µM*!
O=C(O)c1nc(=O)[nH]c(=O)[nH]1	6%[20.6 µM]	-6%[29.8 µM]
(listing goes on)
SMILES	FH mod	NTMT1 inhibitor
COc1cc(NC(=O)c2ccccn2)ccc1Cl	-4%	0%[57.5 µM]
Cc1ccc(Nc2ncc3c(n2)N(C)C(=O)N(c2cc(NC(=O)c4cccc(C(F)(F)F)c4)ccc2C)C3)cn1	-16%	7%
Nc1c(NC/C=C\COc2cc(CN3CCCCC3)ccn2)c(=O)c1=O	1%[20.6 µM]	-9%[29.8 µM]
CC1=C2[C@@H]([C@H](C)CC[C@H]2/C=C(\C)C(=O)O)[C@H](O)C1	0%	-3%[57.5 µM]
O=C1NCCSc2c1sc1ccc(O)cc21	-10%	?
COc1cc([C@H]2OC[C@](O)(Cc3ccc(O[C@@H]4O[C@H](CO)[C@@H](O)[C@H](O)[C@H]4O)c(OC)c3)[C@@H]2CO)ccc1O	-1%[53.3 µM]	7%[29.8 µM]
CCO[C@H](Cc1ccc(OCCc2ccc(OS(C)(=O)=O)cc2)cc1)C(=O)O	-8%[53.3 µM]	-16%[57.5 µM]
Cn1c(=O)c2c(ncn2CC(=O)O)n(C)c1=O	6%[53.3 µM]	-5%[57.5 µM]
COc1c2cc(c(O[C@@H]3O[C@H](CO)[C@@H](O)[C@H](O)[C@H]3O)c1OC)CCCCC(O)CCc1ccc(O)c-2c1 (stereo not given in full)	-27%[53.3 µM]	?
C#CCN(C)CC1=Cc2ccccc2Oc2ccccc21	-16%[53.3 µM]	23%

A second format for part of the listing above:
SMILES,FH mod,NTMT1 inhibitor
COc1cc([C@H]2OC[C@](O)(Cc3ccc(O[C@@H]4O[C@H](CO)[C@@H](O)[C@H](O)[C@H]4O)c(OC)c3)[C@@H]2CO)ccc1O,-1%[53.3 µM],7%[29.8 µM]
Nc1c(NC/C=C\COc2cc(CN3CCCCC3)ccn2)c(=O)c1=O,1%[20.6 µM],-9%[29.8 µM]

Remaining list, next part.
SMILES	FH mod	NTMT1 inhibitor
C[C@@H](O[C@H]1OCCN(Cc2n[nH]c(=O)[nH]2)[C@H]1c1ccc(F)cc1)c1cc(C(F)(F)F)cc(C(F)(F)F)c1	?	-4%[57.5 µM]
CO[C@@]12CC3[C@@H]([C@@H](O)[C@@H](OC(C)=O)C4[C@](C)(COC(C)=O)CCC[C@]34C)[C@@H](C)C1=CC(=O)O2 (stereo not given in full)	1%[53.3 µM]	21%[29.8 µM]
O=C1CC[C@H](C(=O)N2CCCCC2)N1	-6%[53.3 µM]	-6%[57.5 µM]
CCNC1(C(N)=O)CCN(c2ncnc3c2nc(-c2ccccc2Cl)n3-c2ccc(Cl)cc2)CC1	-6%	?
CO[C@@H]1C(N(C)C(=O)c2ccccc2)C[C@H]2O[C@]1(C)n1c3ccccc3c3c4c(c5c6ccccc6n2c5c31)C(=O)NC4=O (stereo not given in full)	6%[53.3 µM]	10%[57.5 µM]
CC(=O)O[C@]1(C(C)=O)CC[C@H]2[C@@H]3C=C(C)C4=CC(=O)CC[C@]4(C)[C@@H]3CC[C@@]21C	-3%[53.3 µM]	1%[57.5 µM]
